Source: PubChem
IL2 activator = qHTS of IL-2 Activators; IL-2 activation reporter assay, cell-based qHTS; stimulated with anti-CD3/CD4/CD28 beads; in transgenic mouse T cells; activation, % (series mostly up to about 46 µM); 0.065% of 360,000 active; in the data active = activation above about 50%; inconclusive = mostly about 30% to 49%; note: 0% is about no effect
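Unstimulated transgenic mouse T cells; 60-min compound exposure; bead-based TCR/CD4/CD28 stimulation; 18 h culture, 37 degrees C; dual fluorescence (EGFP, DsRed) plate cytometry.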
EPAC2 ag = qHTS for Agonist of cAMP-regulated guanine nucleotide exchange factor 4 (EPAC2): primary screen | Potency, µM (top dose mostly 154 µM), for the others: top-dose activation, most hits filed as activators | 0.079% of 360,000 active | EPAC2 activation, biochemical qHTS; response scale: 100% = 6.5 mM cAMP response | Rap guanine nucleotide exchange factor 4 (Homo sapiens), Q8WZA2; note: potency is the fitted concentration of half-maximal effect; nearly all actives have a fitted effect of over 50% in size
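Guanine nucleotide exchange by EPAC2 is measured as reduced fluorescence of BODIPY-GDP once it is released from 250 nM Rap1B. Plates are read kinetically for 30 min at room temperature; results are scaled to 6.5 mM cAMP.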
WRN inhibitor = qHTS for Inhibitors of WRN Helicase | AID 651768, 2012 | 0.46% of 360,000 active | WRN helicase unwinding, fluorescent forked duplex, kinetic | Potency, µM (highest dose often 114 µM), inactives show at the top dose activity change, negative = inhibition, actives largely listed as inhibitors; note: potency is the fitted concentration of half-maximal effect; % is set by controls: 0 for no effect and ±100 for the full control effect; nearly all actives have a fitted effect of over 55% in size
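WRN at 20 nM final was preincubated with compound for 15 min at room temperature; reaction started with 100 nM forked duplex oligonucleotide carrying fluorophore and quencher plus 2 mM ATP (final). Unwinding followed kinetically by red fluorescence (ex 525/em 598 nm).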
EPAC1 antagonist = qHTS for Antagonist of cAMP-regulated guanine nucleotide exchange factor 3 (EPAC1): primary screen. Rap guanine nucleotide exchange factor 3 (Homo sapiens), O95398. EPAC1 GEF assay, Rap1b-BODIPY-GDP exchange fluorescence. Potency, µM (titrated, usually from 115 µM), without a hit: top-dose activity change, negative = inhibition, hits mostly inhibitors. 0.14% of 360,000 active;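 note: potency is the fitted concentration of half-maximal effect; plate controls were vehicle for no effect and positive control for full effect; nearly all actives have a fitted effect of over 50% in size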
Target sequence (O95398 whole entry, looked up): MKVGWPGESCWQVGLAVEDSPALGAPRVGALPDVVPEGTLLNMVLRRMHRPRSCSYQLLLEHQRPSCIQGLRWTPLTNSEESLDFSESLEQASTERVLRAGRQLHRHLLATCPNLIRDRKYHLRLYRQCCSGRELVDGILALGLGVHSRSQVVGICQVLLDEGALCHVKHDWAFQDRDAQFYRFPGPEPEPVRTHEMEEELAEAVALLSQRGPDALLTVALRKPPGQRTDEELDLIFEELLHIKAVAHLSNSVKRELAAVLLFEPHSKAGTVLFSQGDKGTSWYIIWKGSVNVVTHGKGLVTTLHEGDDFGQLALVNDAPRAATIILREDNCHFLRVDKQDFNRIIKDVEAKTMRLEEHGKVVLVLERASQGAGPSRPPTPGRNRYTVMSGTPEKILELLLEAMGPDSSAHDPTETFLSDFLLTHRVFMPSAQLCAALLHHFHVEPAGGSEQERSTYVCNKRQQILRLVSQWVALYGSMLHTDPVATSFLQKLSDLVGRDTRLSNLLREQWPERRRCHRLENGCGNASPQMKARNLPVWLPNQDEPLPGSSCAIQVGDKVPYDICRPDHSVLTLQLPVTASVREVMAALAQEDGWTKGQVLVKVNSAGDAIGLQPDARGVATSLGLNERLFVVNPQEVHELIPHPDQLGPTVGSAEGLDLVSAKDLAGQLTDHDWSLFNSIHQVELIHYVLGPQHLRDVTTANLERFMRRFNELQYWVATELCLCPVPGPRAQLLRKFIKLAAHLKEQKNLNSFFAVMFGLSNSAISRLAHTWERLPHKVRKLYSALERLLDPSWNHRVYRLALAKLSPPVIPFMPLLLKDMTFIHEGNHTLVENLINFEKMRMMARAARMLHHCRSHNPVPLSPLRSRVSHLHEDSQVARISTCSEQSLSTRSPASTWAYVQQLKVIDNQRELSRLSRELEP
EPAC1 ag = qHTS for Agonist of cAMP-regulated guanine nucleotide exchange factor 3 (EPAC1): primary screen; EPAC1 agonist qHTS, biochemical assay; response scale: 100% = response to 6.5 mM cAMP; AID 720707, 2013; Potency, µM (doses to about 154 µM), without a hit: at the highest dose activation, hits mostly activators; 0.073% of 360,000 active; note: potency is the fitted concentration of half-maximal effect; nearly all actives have a fitted effect of over 60% in size
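Normalized to 6.5 mM cAMP, activity reflects EPAC1-catalysed release of BODIPY-GDP from Rap1B, followed kinetically over 30 min at 480 nm excitation, 540 nm emission. Reaction contained 100 nM EPAC1, 250 nM Rap1B-BODIPY-GDP, 50 uM GDP.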
CCT modulator = High-Throughput Screening for Modulators of Cytosolic Chaperonin Activity; purified chaperonin ATPase assay, HTRF ADP detection, 30 min; 0.3% of 360,000 active; activity change, % (test concentration not listed), hits read low; in the data active = activity change below about -30%; note: % is set by controls: 0 for no effect and ±100 for the full control effect
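Nucleotide hydrolysis assay: TRiC at 20–40 nM final (set by batch activity) with 10 uM ATP, 30 min at 37 °C, in presence of 76 uM compound. Detection by competitive ADP HTRF, 30 min ambient.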
PI5P4K alpha inh = qHTS for Inhibitors of phosphatidylinositol 5-phosphate 4-kinase (PI5P4K). AID 652105, 2013. 1.2% of 330,000 active. PI5P4Kalpha enzyme, ADP-Glo luminescence, 60 min; hits give low values. max response, %; active = max response of -50% or lower; inconclusive = between -30% and -50%; inactive = -30% or higher; note: value at the top dose of about 77 µM; % is set by controls: 0 for no effect and ±100 for the full control effect
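Compounds were pin-transferred onto PI5P4Kalpha and substrate in HEPES pH 7.4 buffer with EGTA, CHAPS and 5% DMSO. ATP (5 microM final) started the reaction, which ran 60 minutes at room temperature before ADP-Glo detection.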
PLK1 PBD inh = qHTS for Inhibitors of PLK1-PDB (polo-like kinase 1 - polo-box domain): Primary Screen; Serine/threonine-protein kinase PLK1 (Homo sapiens), P53350; Plk1 PBD binding of FITC phosphopeptide, fluorescence polarization; Potency, µM, inactives show max response, negative = inhibition, usual class: inhibitors; 2.8% of 360,000 active; AID 720504, 2013; note: potency is the fitted concentration of half-maximal effect; series mostly up to about 57 µM; % is set by controls: 0 for no effect and ±100 for the full control effect; nearly all actives have a fitted effect of over 65% in size
Numbers without * were called inactive; ? = inconclusive; nt = no result given; [ ] = dose if it differs, or a comment. Unless noted, calls come from the whole dose curve; as a rule, active = well fitted curve in the direction sought with a large enough effect; inconclusive = small, poorly fitted or top-dose-only effect, or another doubt; inactive = no such curve, though single readings can be large; an effect the other way counts as inactive or inconclusive. Not all compounds are listed. The share of hits here may be higher or lower than overall.

SMILES	IL2 activator	EPAC2 ag	WRN inhibitor	EPAC1 antagonist	EPAC1 ag	CCT modulator	PI5P4K alpha inh	PLK1 PBD inh
CCN(C(=O)CSc1nnc(-c2ccccc2Cl)n1C1CCCC1)C1CCS(=O)(=O)C1 (configuration not stated)	-1.7	-11%	-1%	10%	-1%	-0.3	1	1%
COC(=O)C1=C(C)N(C)C(C)=C(C(=O)OC)C1c1ccccc1C	-0.3	-4%	4%	9%	-2%	-2.9	1	-1%
CCc1n[n+](CC(=O)c2ccccc2)c(N)s1	1.2	3%	3%	-15%	-8%	-3.2	-5	-4%
O=C(NCc1ccc(Cl)cc1Cl)Nc1nc([C@@H]2O[C@H](CO)[C@@H](O)[C@H](O)[C@H]2O)cs1	1.2	-4%	7%[57.1 µM]	8%	-6%	-3.1	0	3%
CC(C)C(=O)Nc1ccc(NC(=O)c2cccs2)cn1	-0.9	6%	-7%	5%	6%	-1.8	-1	-8%
Cc1cccc(N/C(N)=N/c2nc(C)c(Cc3ccccc3)c(=O)[nH]2)c1	-0.1	0%	2%	5%	-7%	-1.9	1	0%
COc1ccc(NS(=O)(=O)c2cc(NC(=O)[C@@H](NC(=O)c3ccccc3)C(C)C)ccc2C)cc1	-4.5	9%	-8%	0%	7%	1.2	9	-9%
OCC(O)C1OC(c2ccco2)OC(CO)C1O (configuration not stated)	0.2	3%	4%	14%	8%	-0.2	1	-8%
CCC(C)CCCCNC1=NCCS1 (configuration not stated)	-0.5	-2%	-8%	-14%	-6%	-4.8	2	4%
c1cc(-c2noc(CC3CCCCC3)n2)ccn1	3.7	-1%	-15%	-19%	14%	0.8	1	-5%

One compound at a time, from the list above. Values in the order: IL2 activator, EPAC2 ag, WRN inhibitor, EPAC1 antagonist, EPAC1 ag, CCT modulator, PI5P4K alpha inh, PLK1 PBD inh
COc1ccc(NS(=O)(=O)c2cc(NC(=O)[C@@H](NC(=O)c3ccccc3)C(C)C)ccc2C)cc1 as listed: -4.5, 9%, -8%, 0%, 7%, 1.2, 9, -9%
c1cc(-c2noc(CC3CCCCC3)n2)ccn1 as listed: 3.7, -1%, -15%, -19%, 14%, 0.8, 1, -5%
COC(=O)C1=C(C)N(C)C(C)=C(C(=O)OC)C1c1ccccc1C as listed: -0.3, -4%, 4%, 9%, -2%, -2.9, 1, -1%
CCN(C(=O)CSc1nnc(-c2ccccc2Cl)n1C1CCCC1)C1CCS(=O)(=O)C1 (configuration not stated) as listed: -1.7, -11%, -1%, 10%, -1%, -0.3, 1, 1%
CCc1n[n+](CC(=O)c2ccccc2)c(N)s1 as listed: 1.2, 3%, 3%, -15%, -8%, -3.2, -5, -4%

The listing continues.
SMILES	IL2 activator	EPAC2 ag	WRN inhibitor	EPAC1 antagonist	EPAC1 ag	CCT modulator	PI5P4K alpha inh	PLK1 PBD inh
Cc1c(NC(=O)Nc2cccc(Cl)c2Cl)c(=O)n(-c2ccccc2)n1C	-0.8	7%	-23%	-12%	1%	-2.1	-3	-10%
O=C(C1COc2ccccc2O1)N1CCN(c2ccc(F)cc2)CC1 (configuration not stated)	2.6	10%	-12%	-5%	7%	2.6	nt	-1%
c1ccc(-c2csc3ncnc(NCc4ccccn4)c23)cc1	-4.1	8%	-5%	?	3%	-1.3	-3	-5%
CN(CC(=O)Nc1ncn[nH]1)S(=O)(=O)c1cc(Cl)ccc1Cl	-1.3	-6%	-17%	12%	6%	-1.9	1	-3%
O=C(Nc1cccc(O)c1)c1noc2c1CCc1ccccc1-2	-2.3	-1%	-12%	-8%	10%	1.6	nt	0%
COCCCNC(=O)CSc1nc2ccccc2c(=O)n1CCc1ccc(S(N)(=O)=O)cc1	-1.2	6%	-7%	-7%	7%	-0.6	-4	-12%
COc1ccc(S(=O)(=O)N2CCCCC2c2cc(C(=O)Nc3ccccc3)no2)cc1 (configuration not stated)	2.3	17%	-3%	-5%	4%	-1.2	6	11%
Cc1ccc(S(=O)(=O)N2CCOCC2)cc1NC(=O)COC(=O)c1ccc(Cl)s1	-0.4	8%	-10%	-6%	8%	-0.1	3	2%
Nc1ccc(-n2c(N)c(C(=O)NCc3ccc4c(c3)OCO4)c3nc4ccccc4nc32)cc1	-1.4	3%	-3%	15%	6%	1.7	8	3%
COc1ccc(CC(=O)NC(C)c2ccc3ccccc3c2)cc1 (configuration not stated)	-0.1	15%	2%	-4%	7%	-1.3	-2	-11%
COc1ccc(-c2nc3ccccc3n2Cc2ccc(C)cc2)cc1	0.2	2%	-12%	-15%	4%	-1.6	2	1%
Cc1ccc(OCc2nnc(SCC(N)=O)n2N)cc1	1.9	2%	3%	3%	2%	0.3	2	1%
Cc1cc(C)cc(CC2CC(=O)N(c3cc(C)on3)C2=O)c1 (configuration not stated)	-1.6	-2%	11%	-1%	4%	-0.4	nt	-4%
COc1cc(-c2c(C#N)c(N)nc3c2CCCC3)ccc1O	-1.6	-5%	-4%	7%	-4%	1.2	?	3.4µM*
CCOc1ccc(N(CC(=O)Nc2ccc(C)c(C)c2)S(=O)(=O)c2c(C)noc2C)cc1	-2.9	4%	-20%	-24%	-20%	-1.1	4	-3%
Cc1ccc(C)c(S(=O)(=O)N2CCCC2CNC(=O)C(=O)Nc2ccccc2)c1 (configuration not stated)	-2.7	12%	5%	2%	12%	-1.0	6	-11%
Cc1ccc(S(=O)(=O)N2[C@H](C(C)C)[C@H]3[C@H]4C(=O)N(c5ccccc5)C(=O)[C@H]4CC(=O)[C@H]3[C@@H]2c2ccccc2)cc1	0.8	1%	0%	-7%	0%	-0.6	0	-9%
C=CCn1c(SCc2c(C)noc2C)nc2sc3c(c2c1=O)CCCC3	-2.4	18%	-6%	-7%	15%	-4.6	nt	-9%
COc1ccc(/C(N)=N/OC(=O)CSc2ccccc2)cc1OC	-2.6	21%	-1%	2%	18%	2.4	0	-17%
O=P(Cc1cccc[n+]1[O-])(c1ccccc1)c1ccccc1	-3.1	3%	4%	11%	-2%	-1.8	nt	2%
COc1ccccc1C(=O)Nc1nnc(-c2ccc(F)cc2)o1	0.5	4%	-3%	-6%	10%	-0.1	-4	-4%
O=C(Cn1cc(S(=O)(=O)Cc2ccc([N+](=O)[O-])cc2)c2ccccc21)N1CCOCC1	2.8	1%	-12%	3%	12%	-5.4	2	-22%
CC(C)C1Cc2c(sc3[nH]c(=S)n(Cc4ccccc4)c(=O)c23)CO1 (configuration not stated)	0.2	-5%	-14%	3%	-8%	-2.8	-12	?
Cc1ccc(C(=O)ONc2ccc(N=O)cc2)cc1	-1.0	7%	-24%	-20%	0%	-1.1	-7	-12%
CC(Sc1nncs1)C(=O)Nc1ccc(S(=O)(=O)Nc2ncccn2)cc1 (configuration not stated)	-0.5	12%	5%	-14%	6%	-1.8	4	-17%
Cc1onc(-c2ccccc2Cl)c1C(=O)N1CCC(C(N)=O)CC1	0.5	6%	6%	12%	10%	0.5	5	-6%
CCN(CC(=O)Nc1cccc(OC)c1)C(=O)c1ccco1	0.1	3%	-1%	6%	5%	-1.5	5	-7%
OC(COc1ccc(Br)cc1)CN1CCCC1 (configuration not stated)	-0.4	6%	-3%	-7%	-8%	-3.1	-2	-12%
COc1ccccc1CNC(=O)C(NC(=O)c1ccc(C)cc1)C(C)C (configuration not stated)	1.1	0%	-2%	4%	11%	-0.1	0	-3%
Cc1ccc(C(=O)Nc2ccc(S(=O)(=O)Nc3ncccn3)cc2)cc1[N+](=O)[O-]	-2.2	-4%	4%	8%	-13%	-2.3	-6	-2%
O=C(CN(C(=O)c1csnn1)c1cccc(F)c1)NCc1ccc2c(c1)OCO2	1.1	4%	-4%[57.1 µM]	-15%	6%	-1.4	1	-5%
O=C1NC[C@H](Cc2ccccc2)N(C[C@@H]2CCCN2C[C@H](Cc2ccc(O)cc2)N2C[C@H](Cc3ccc(O)cc3)N(CC3CCCCC3)C(=O)C2=O)C1=O	0.9	-6%	2%	-7%	-3%	-2.0	0	3%
NC(=O)C1CC(=O)N(c2ccc(OCC(=O)Nc3ccccc3F)cc2)C1 (configuration not stated)	-0.6	-7%	3%	-15%	1%	-0.8	-2	10%
O=C(NCc1cccs1)c1nc2ncccn2n1	-1.1	9%	3%	19%	-2%	1.2	0	0%
CCOC(=O)c1c(C)[nH]c(C(=O)OCCOc2ccccc2C)c1C	0.0	3%	-5%	-12%	-9%	-2.7	25	-4%
COc1ccc(Cl)cc1NC(=O)c1cnccn1	1.7	6%	2%	-4%	-3%	-2.3	-2	2%
CCN(CC)C(=O)CC(c1ccc(OC)cc1)c1c(O)cc(OC)cc1OC (configuration not stated)	0.5	10%	2%	-5%	-20%	-1.0	0	-6%
O=C(Cc1ccc(S(=O)(=O)N2CCOCC2)s1)Nc1ccc2c(c1)CCC2	-0.6	4%	-7%	-12%	8%	1.6	-7	-22%
COc1ccccc1CCNC(=O)C1CCC(=O)N(C2CC2)C1 (configuration not stated)	1.5	0%	5%	4%	-4%	-2.1	-1	0%
CCOc1ccc(N(CC(=O)Nc2ccc(C)c(C)c2)S(C)(=O)=O)cc1	-1.2	6%	-3%	-22%	-6%	1.5	-2	8%
CCCOc1ccc(NC(N)=O)cc1OCCC	-0.6	2%	-2%	-5%	-3%	-0.5	-4	3%
Cc1cnc2nc(-c3ccccc3)ccc2c1	-0.3	7%	3%	2%	-4%	-0.4	0	2%
Fc1ccccc1-c1nc2c(s1)CCc1onc(-c3ccc(Br)cc3)c1-2	1.6	4%	1%	8%	-14%	-1.5	-1	-13%
Cc1cc(C)cc(NC(=O)CSc2ccccc2)c1	0.0	14%	-6%	-19%	8%	-0.1	1	0%
CCCCN(Cc1ccccc1)C(=O)CCN1C(=O)C2C3C=CC(C3)C2C1=O (configuration not stated)	0.6	4%	-5%[57.1 µM]	-26%	1%	0.2	0	-7%
O=c1[nH]c(CSc2nnc(-c3ccccc3)n2-c2ccccc2)nc2ccccc12	0.3	2%	-12%	?	2%	1.5	6	-14%
COc1ccccc1OCC(=O)NCC1CCCN(Cc2cnn(C)c2C)C1 (configuration not stated)	-2.3	15%	-31%	-23%	5%	0.5	4	-11%
